Screening results (PubChem BioAssay)
Bfl-1 displacement – displacement of Bid BH3 peptide from Bfl-1 – biochemical, fluorescence polarization, FITC-Bid, mouse, primary screen (AID 432); displacement, % at 20 µM; hits with a dose series show IC50 in µM; actives 0.02% (n = 64,000); FITC-Bid BH3 peptide fluorescence polarization displacement; higher % means a stronger effect; in the data active means a potency from the dose series; inactive means the rest, 99 in 100 with displacement below about 15%; further: strong numbers were not always called active
Spn PMK inh – inhibitors of Streptococcus pneumoniae phosphomevalonate kinase. purified PMK, PK/LDH-coupled NADH absorbance 340 nm. inhibition, % at 10 µM. actives 0.49% (n = 65,000). AID 539;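 active means top-ranked compounds by inhibition in the single 10 µM screen, taking a fixed number of the strongest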;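 further: 0% = full reaction with DMSO carrier and 100% = background rate without enzyme reaction; no value below 0 was filed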
HT1080 cytotoxicity – cytotoxicity in HT1080 fibrosarcoma cells, cell-based, fluorescence readout (AID 620). cytotoxicity, % at 10 µM, or EC50 in µM where a hit was titrated. actives 0.42% (n = 87,000). HT1080 viability, fluorescence; higher % means a stronger effect;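 further: cells exposed to compound overnight then 4 h with Alamar Blue; 0% = vehicle DMSO and 100% = killing control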
LYP phosphatase – inhibition of human PTPN22 tyrosine phosphatase – biochemical, DiFMUP fluorescence, recombinant catalytic domain, 10 µM, primary screen (AID 606). recombinant LYP catalytic domain, DiFMUP fluorescence; higher % means a stronger effect. inhibition, % at 10 µM, or IC50 in µM where a hit was titrated. 52,000 tested, under 10 active;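 active means IC50 under 40 µM in the dose-response test; inactive means IC50 of 40 µM or more, or never dose-tested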
Alkaline phosphatase – inhibition of tissue-nonspecific alkaline phosphatase – biochemical, luminescent (AID 518) | purified TNAP enzyme, luminescent substrate readout; higher % means a stronger effect | inhibition, % at 20 µM; hits with a dose series show IC50 in µM | actives 0.09% (n = 64,000); in the data active means a potency from the dose series; inactive means the rest, 99 in 100 with inhibition below about 22%;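 further: plate controls were vehicle for no effect and reference inhibitor for full effect; many of its hits are not listed in these tables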
KRASV12 cytotoxicity – viability loss of HPDE-C7K cells – cell-based, fluorescence, HTS, primary screen (AID 431) | HPDE-C7K KRASV12 cells, Alamar Blue viability, 48 h; higher % means a stronger effect | one-dose cytotoxicity, % at 10 µM; EC50 in µM for titrated hits | actives 1.7% (n = 63,000);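 active means compounds whose percent cytotoxicity in the single-dose primary screen, scaled between solvent and toxic-drug controls, exceeds 50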;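 further: 0% = DMSO solvent wells and 100% = doxorubicin-treated wells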
HPDE-C7 viability – HPDE-C7 pancreatic duct cell viability loss – fluorescence, HTS (AID 430). HPDE-C7 pancreatic duct cells viability, fluorescence; higher % means a stronger effect. one-dose cytotoxicity, % at 10 µM; EC50 in µM for titrated hits. actives 1.8% (n = 63,000);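 further: cells exposed to compound for 48 hours before viability readout; 0% = vehicle and 100% = reference cytotoxic drug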
Spn DPM-DC inh – inhibitors of Streptococcus pneumoniae diphosphomevalonate decarboxylase; purified DPM-DC, PK/LDH coupled NADH fluorescence; calls only at 10 µM; actives 0.49% (n = 65,000); AID 556;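 active means the 320 compounds with the highest percent inhibition in the single-dose primary screen, excluding strongly autofluorescent ones, cut at about 32% in these data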;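 further: kinetic rate of NADH fluorescence loss reporting ADP formed by the decarboxylase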
Spn MK inh – inhibitors of Streptococcus pneumoniae mevalonate kinase; purified MK, PK/LDH-coupled NADH absorbance 340 nm; inhibition, % at 10 µM; actives 0.48% (n = 65,000); AID 555;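 active means ranked among the strongest by inhibition in the single 10 µM screen, a fixed top-ranked set picked for dose follow-up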; further: no value below 0 was filed
Spn PMK inh pilot replicates – also measured in Spn PMK inh; calls as there; inhibition, %; measured here: pilot screen replicates
Spn MK inh pilot replicates – further read-out of Spn MK inh, marked with its call; inhibition, %; measured here: pilot screen replicates
Spn DPM-DC inh pilot screen % – second read-out of Spn DPM-DC inh, no call of its own (marks repeat the call); inhibition, %; measured here: pilot screen trials
* hit, by the source's call; i = inactive; . = no result given. Unless noted, no stated cut-off is given here; in the data, active means cytotoxicity above about 50%; inactive means the rest.

SMILES	Bfl-1 displacement	Spn PMK inh	HT1080 cytotoxicity	LYP phosphatase	Alkaline phosphatase	KRASV12 cytotoxicity	HPDE-C7 viability	Spn DPM-DC inh	Spn MK inh	others
O=C(O)CCC(NC(=O)OCc1ccccc1)C(=O)O (centres undefined)	0%	11	6%	1%	12%	0%	-8%	i	10
Fc1ccc(N2CCN(C(c3cccs3)c3nnnn3C3CCCC3)CC2)cc1 (centres undefined)	-2%	17	-4%	.	6%	3%	-1%	i	14
Cc1cc(OCC(=O)Nc2ccncc2)ccc1Br	0%	19	-2%	3%	10%	18%	11%	i	0
Cc1noc(C)c1S(=O)(=O)N1CCC(C(=O)N2CCN(c3ccc(Cl)cc3)CC2)CC1	-3%	19	.	14%	-6%	-1%	-2%	i	0
O=C(Nc1ccc(F)cc1)N1CCN(c2nc3ccccc3s2)CC1	-3%	10	-3%	.	0%	-14%	-18%	i	3
CC(C)OC(=O)CSc1nnc(-c2cnccn2)n1-c1ccc(Cl)cc1	4%	12	0%	.	4%	10%	9%	i	8
COc1ccc(OCc2ccc(-c3nc4ccccc4c(=O)n3N)o2)cc1	1%	6	3%	5%	4%	7%	-2%	i	7
COc1ccc(-c2cc(C(F)(F)F)nc(SCCC(=O)N3CCOCC3)n2)cc1	5%	14	6%	3%	8%	4%	-3%	i	12	Spn PMK inh pilot replicates=1.5;Spn MK inh pilot replicates=0.0;Spn DPM-DC inh pilot screen %=23
CS(=O)(=O)N(Cc1ccccc1)c1ccccn1	-1%	0	-6%	8%	6%	-5%	2%	i	6
COc1ccc(CC(=O)Nc2nc3n(n2)C(c2ccccc2)CC(=O)N3)cc1OC (centres undefined)	-1%	11	-13%	.	-3%	-6%	-9%	i	4
CCOC(=O)C1=C(C)NC2=C(C(=O)C(C(=O)OC)C(C)C2)C1c1ccc(OC)c(O)c1 (centres undefined)	0%	9	-8%	10%	7%	7%	8%	i	8
C=CCc1cccc(CNc2nc3ccccc3n2CCC)c1O	-12%	2	4%	-2%	4%	8%	-7%	i	4
O=C(c1ccccc1-c1nc(-c2ccc(F)cc2)no1)N1CCCC1	-10%	13	-8%	.	4%	-12%	-10%	i	3
COc1ccc(-c2noc(CSc3nc(N)c(-c4ccccc4)c(=O)[nH]3)n2)cc1	-2%	3	-5%	3%	10%	11%	-5%	i	9
Nc1ccc(-c2nc3c(Cl)c(N)ccc3[nH]2)cc1	-1%	16	4%	.	4%	2%	-8%	.	0
O=C(NC1CCCC1)C1CCN(S(=O)(=O)N2CCCCC2)CC1	-4%	19	-4%	19%	1%	-4%	4%	i	0
CCN1CCc2c(C#N)c(N3CCOCC3)nc(NCc3ccccc3)c2C1	6%	0	0%	2%	10%	-1%	-4%	i	1	Spn PMK inh pilot replicates=1.0;Spn MK inh pilot replicates=0.0;Spn DPM-DC inh pilot screen %=16
Cc1ccccc1NC1=NC(C)(C)N=C(N)N1	-8%	9	4%	4%	9%	14%	8%	i	0
O=C(NC1CCCCCC1)c1c(F)c(F)c(F)c(F)c1F	-2%	10	-8%	11%	24%	1%	-18%	i	5	Spn PMK inh pilot replicates=0.0;Spn MK inh pilot replicates=0.0;Spn DPM-DC inh pilot screen %=0.0
CC(C)(C)c1ccc(OCCn2ccccc2=O)cc1	-8%	18	-19%	13%	6%	5%	-2%	i	0
COc1ccc(Cc2c(O)nc(SC)n(C(C)=O)c2=O)cc1	-4%	6	-5%	1%	-10%	-18%	-23%	i	8
O=C(c1ccccc1)c1cccn1CC(=O)N1CCN(C2CCCCC2)CC1	-6%	18	0%	4%	7%	8%	-2%	i	7
CCCC(=O)Nc1nc2ccc(NC(=O)c3ccc(Br)o3)cc2s1	-10%	0	2%	3%	6%	10%	6%	i	0
CC(=O)OC1CC(C)(C)N(OC(=O)CCCN2C(=O)c3ccccc3C2=O)C(C)(C)C1	9%	13	2%	-6%	0%	-6%	0%	i	4
O=C(C1=C(O)C(=O)N(CCOCCO)C1c1cccs1)c1cccs1 (centres undefined)	-11%	14	-6%	-4%	3%	-4%	1%	i	3
CCc1nc(SCC(=O)N2CCN(c3ccccc3)CC2)c2c(=O)n(C)c(=O)n(C)c2n1	4%	2	1%	-9%	3%	-4%	-4%	i	3
O=C(CN1CCCCCC1)NCCc1ccc(F)cc1	1%	8	11%	-3%	4%	-10%	-2%	i	33
Cn1cnc2c1c(=O)n(Cc1ccccc1)c(=O)n2C	10%	9	3%	-11%	3%	7%	6%	i	8
COc1cc(NC(=O)c2cc(-c3cccc(O)c3)on2)cc(OC)c1OC	2%	6	2%	8%	12%	18%	23%	i	3
COC(=O)C1=C(C)Nc2ncnn2C1c1ccco1 (centres undefined)	-5%	0	11%	5%	13%	-9%	0%	i	7	Spn PMK inh pilot replicates=5.0;Spn MK inh pilot replicates=0.0;Spn DPM-DC inh pilot screen %=0.0

An excerpt from above in order of count of non-hydrogen atoms, high to low:
SMILES	Bfl-1 displacement	Spn PMK inh	HT1080 cytotoxicity	LYP phosphatase	Alkaline phosphatase	KRASV12 cytotoxicity	HPDE-C7 viability	Spn DPM-DC inh	Spn MK inh	others
CCc1nc(SCC(=O)N2CCN(c3ccccc3)CC2)c2c(=O)n(C)c(=O)n(C)c2n1	4%	2	1%	-9%	3%	-4%	-4%	i	3
Cc1noc(C)c1S(=O)(=O)N1CCC(C(=O)N2CCN(c3ccc(Cl)cc3)CC2)CC1	-3%	19	.	14%	-6%	-1%	-2%	i	0
COc1ccc(OCc2ccc(-c3nc4ccccc4c(=O)n3N)o2)cc1	1%	6	3%	5%	4%	7%	-2%	i	7
CC(C)OC(=O)CSc1nnc(-c2cnccn2)n1-c1ccc(Cl)cc1	4%	12	0%	.	4%	10%	9%	i	8
O=C(C1=C(O)C(=O)N(CCOCCO)C1c1cccs1)c1cccs1 (centres undefined)	-11%	14	-6%	-4%	3%	-4%	1%	i	3
Cc1cc(OCC(=O)Nc2ccncc2)ccc1Br	0%	19	-2%	3%	10%	18%	11%	i	0

In the list so far, these have a thiophene ring, fused or not:
SMILES	Bfl-1 displacement	Spn PMK inh	HT1080 cytotoxicity	LYP phosphatase	Alkaline phosphatase	KRASV12 cytotoxicity	HPDE-C7 viability	Spn DPM-DC inh	Spn MK inh	others
Fc1ccc(N2CCN(C(c3cccs3)c3nnnn3C3CCCC3)CC2)cc1 (centres undefined)	-2%	17	-4%	.	6%	3%	-1%	i	14
O=C(C1=C(O)C(=O)N(CCOCCO)C1c1cccs1)c1cccs1 (centres undefined)	-11%	14	-6%	-4%	3%	-4%	1%	i	3

(next part)
SMILES	Bfl-1 displacement	Spn PMK inh	HT1080 cytotoxicity	LYP phosphatase	Alkaline phosphatase	KRASV12 cytotoxicity	HPDE-C7 viability	Spn DPM-DC inh	Spn MK inh	others
CCCOc1ccccc1C1CC(=O)NC(C)=C1C(=O)OCC(C)C (centres undefined)	6%	11	0%	40%	17%	5%	1%	i	0
CC12CC(NC(=O)N1CCc1ccccc1)c1ccccc1O2 (centres undefined)	-2%	4	23%	.	4%	-20%	-21%	i	7
O=C(Nc1ccc(Cl)cn1)c1cnn2cccnc12	-7%	0	-7%	5%	18%	3%	16%	i	7
COC(=O)c1ccc(COc2cccc(OC)c2)o1	5%	8	2%	.	7%	4%	12%	i	0
CCC(C)(C)n1nnnc1C(c1cccs1)N1CCc2ccccc21 (centres undefined)	-3%	12	-7%	-5%	8%	2%	-8%	i	3
CC(C)[C@H](NC(=O)NCc1ccc(Cl)cc1)C(=O)O	4%	5	4%	-2%	16%	4%	-1%	i	3	Spn PMK inh pilot replicates=0.5;Spn MK inh pilot replicates=0.0;Spn DPM-DC inh pilot screen %=0.0
Cc1cc(N(C)C)c(C#N)c(NCc2ccccc2)n1	-1%	0	4%	10%	17%	.	.	i	12
COc1nc(N)nc(CC(=O)C2CC2)n1	5%	9	7%	-1%	6%	-12%	-6%	i	4
CC(C1CC1)N(C(=O)NC1CCS(=O)(=O)C1)c1ccccc1 (centres undefined)	-4%	4	-10%	4%	2%	-16%	2%	i	6
COc1cccc(-n2c(Cc3cc(=O)[nH]c(=O)[nH]3)nnc2SC(C)C)c1	-8%	12	-8%	3%	-2%	0%	-2%	i	3
CC(=O)Nc1nc2ccccc2n1CCN(C)C	0%	14	3%	5%	4%	-15%	-3%	i	8
CCOc1ccc(N/C(SC)=C(/C#N)C(N)=O)cc1	-6%	18	-7%	16%	9%	-23%	-14%	i	8
O=C(CN1C(=O)CCSc2ccccc21)Nc1ccc2c(c1)OCCO2	-8%	7	12%	.	5%	-8%	-11%	i	5
COC(=O)c1ccc(NC(=O)c2ccccc2NS(C)(=O)=O)cc1	5%	10	-3%	-2%	7%	15%	11%	i	9
COc1ccc(-n2nc(C(=O)N3CCN(c4ccc(F)cc4)CC3)c3ccccc3c2=O)c(OC)c1	1%	11	-5%	-3%	12%	-1%	0%	i	1

Brought forward from above: 5 compounds, then new ones.
SMILES	Bfl-1 displacement	Spn PMK inh	HT1080 cytotoxicity	LYP phosphatase	Alkaline phosphatase	KRASV12 cytotoxicity	HPDE-C7 viability	Spn DPM-DC inh	Spn MK inh	others
CC(=O)Nc1nc2ccccc2n1CCN(C)C	0%	14	3%	5%	4%	-15%	-3%	i	8
CCOc1ccc(N/C(SC)=C(/C#N)C(N)=O)cc1	-6%	18	-7%	16%	9%	-23%	-14%	i	8
O=C(CN1C(=O)CCSc2ccccc21)Nc1ccc2c(c1)OCCO2	-8%	7	12%	.	5%	-8%	-11%	i	5
COC(=O)c1ccc(NC(=O)c2ccccc2NS(C)(=O)=O)cc1	5%	10	-3%	-2%	7%	15%	11%	i	9
COc1ccc(-n2nc(C(=O)N3CCN(c4ccc(F)cc4)CC3)c3ccccc3c2=O)c(OC)c1	1%	11	-5%	-3%	12%	-1%	0%	i	1
O=C(CCc1ccc(S(=O)(=O)N2CCOCC2)cc1)Oc1ccccc1	-2%	22	4%	3%	-1%	-9%	-12%	i	7
COC(=O)c1ccc(COc2ccc3c(C)c(C)c(=O)oc3c2C)o1	-2%	0	11%	10%	5%	3%	-2%	i	4
COc1ccc(-c2c(N)nnc3c2[nH]c2ccccc23)cc1OC	0%	11	1%	15%	9%	-6%	-17%	.	12
CC1CCN(CCCNC(=O)Cc2c(C(=O)O)n(C)c3ccccc23)CC1	0%	8	0%	-20%	-4%	-4%	-5%	i	2
COc1cc(C2c3c(oc4ccccc4c3=O)C(=O)N2Cc2ccncc2)ccc1O (centres undefined)	0%	6	-3%	.	5%	-18%	-29%	i	2
COc1ccc(NCc2n[nH]nc2-c2ccccc2)cc1Cl	2%	0	-5%	3%	9%	26%	22%	i	7
Cc1cc(C(=O)N2CCN(c3ncccn3)CC2)c2cc(F)ccc2n1	-10%	5	-10%	20%	16%	8%	-12%	i	18
CC1=C(C(=O)NC(C)C)C2(CCC(C)CC2)OC1=O (centres undefined)	-6%	0	0%	2%	38%	0%	13%	i	8
CCN1CCN(Cc2ccc(NC(=O)CC3Oc4ccc(C)cc4NC3=O)cc2)CC1 (centres undefined)	3%	6	14%	6%	2%	-3%	-18%	i	8
CCOc1ccc(S(=O)(=O)NCCC(=O)NC2=NCCS2)cc1	3%	7	-5%	.	0%	-18%	0%	i	4
